High-throughput results deposited in PubChem BioAssay by National Center for Advancing Translational Sciences (NCATS).
RGS12 GoLoco inh – inhibitors of human Gai1-RGS12 GoLoco interaction (red fluorophore); P63096; Gai1:RGS12 GoLoco peptide FP, rhodamine, 10 min; Potency, µM (top dose mostly 61.6 µM), without a hit: at the top dose activity, negative = inhibition, usual class: inhibitors; hit rate 0.44% among 230,000; AID 880; active = well fitted inhibition curve with a large enough effect, not every such curve was filed as active; inactive = no such curve, though single readings can be large or run the other way; note: % is set by controls: 0 for no effect and ±100 for the full control effect; nearly all actives have a fitted effect of over 30% in size; many of its hits are not listed in these tables
Target sequence (P63096 whole entry, looked up): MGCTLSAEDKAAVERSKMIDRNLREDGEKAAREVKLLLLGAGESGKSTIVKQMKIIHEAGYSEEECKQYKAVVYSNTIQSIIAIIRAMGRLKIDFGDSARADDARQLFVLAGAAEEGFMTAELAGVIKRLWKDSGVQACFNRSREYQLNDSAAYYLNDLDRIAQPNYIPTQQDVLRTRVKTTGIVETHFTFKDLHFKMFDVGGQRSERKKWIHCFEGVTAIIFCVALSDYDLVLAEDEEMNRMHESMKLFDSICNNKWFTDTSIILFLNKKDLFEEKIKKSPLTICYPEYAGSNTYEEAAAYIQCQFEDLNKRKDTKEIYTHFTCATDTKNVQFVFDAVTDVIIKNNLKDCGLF
Epigenetic reg – epigenetic control regulation, reporter derepression; murine LDR cells, GFP reporter derepression, 30 h; Potency, µM (titrated, usually from 53.9 µM), without a hit: at the top dose GFP activation, usual class: activators; hit rate 0.2% among 280,000; note: % of control where 0% means no effect; nearly all actives have a fitted effect of over 60% in size
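In this reporter-derepression format, murine cells bearing a silenced integrated CMV-GFP locus incubate with test compound (30 h, 37 C), then are washed and imaged; fluorescent objects of 20–120 um count as induced cells.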
KinaseGlo FLuc – Kinase-Glo luciferase inhibition (counter-screen); AID 1379; Kinase-Glo luciferase, ATP luminescence, 8 min; Potency, µM (highest dose often 38.3 µM), inactives show top-dose activity change, negative = inhibition, hits mostly inhibitors; Q27757; hit rate 0.28% among 200,000; note: % is set by controls: 0 for no effect and ±100 for the full control effect; nearly all actives have a fitted effect of over 60% in size
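Luminescence was the read-out, taken after 8-minute incubation at ambient temperature. Luciferase turned over luciferin with 10 uM ATP in imidazole pH 7.2 buffer containing KCl, MgCl2, Tween 20 and BSA.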
SMN2 splice up – increases expression of the SMN2 splice variant | HEK293 SMN2-luciferase splicing reporter, luminescence, 30-36 h | Potency, µM (series often up to 46.1 µM), inactives show at the highest dose activity change, positive = activation, usual class: activators | hit rate 2.8% among 210,000 | AID 1458; note: % of control where 0% means no effect; nearly all actives have a fitted effect of over 55% in size
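HEK293 cells carry an SMN2 […]–luciferase reporter in which exon 7 inclusion puts luciferase in frame. Cells were plated 10-12 h before compound addition, then incubated 30-36 h at 37C. ONE-Glo luminescence was read; sodium butyrate at 4.5 mM final served as control.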
RECQ1 inh – RECQ1 (human) helicase inhibition; RECQ1 DNA unwinding, red fluorescence kinetic read; hit rate 0.54% among 240,000; Potency, µM (doses to about 57.3 µM), without a hit: top-dose activity, negative = inhibition, hits mostly inhibitors; AID 2549;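 note: plate controls were vehicle for no effect and no enzyme for full effect; nearly all actives have a fitted effect of over 30% in size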
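50 nM RECQ1T1 preincubated 15 min with compound in Tris pH 8.0 buffer with MgCl2, DTT, Tween-20 and 2.5 ug/ml poly(dI-dC); started with 200 nM TAMRA/BHQ-2 forked duplex and 2 mM ATP. Unwinding read as fluorescence (525/598 nm), two reads 2 h apart.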
NPSR antagonist – blocks cAMP signaling of the human neuropeptide S receptor; Q6W5P4; CHO-NPSR cells, cAMP TR-FRET, antagonist mode; Potency, µM (titrated, usually from 38.3 µM), for the others: top-dose activity change, negative = inhibition, hits mostly inhibitors; hit rate 1% among 220,000; note: % is set by controls: 0 for no effect and ±100 for the full control effect; nearly all actives have a fitted effect of over 50% in size; many of its hits are not listed in these tables
Target sequence (Q6W5P4 whole entry, looked up): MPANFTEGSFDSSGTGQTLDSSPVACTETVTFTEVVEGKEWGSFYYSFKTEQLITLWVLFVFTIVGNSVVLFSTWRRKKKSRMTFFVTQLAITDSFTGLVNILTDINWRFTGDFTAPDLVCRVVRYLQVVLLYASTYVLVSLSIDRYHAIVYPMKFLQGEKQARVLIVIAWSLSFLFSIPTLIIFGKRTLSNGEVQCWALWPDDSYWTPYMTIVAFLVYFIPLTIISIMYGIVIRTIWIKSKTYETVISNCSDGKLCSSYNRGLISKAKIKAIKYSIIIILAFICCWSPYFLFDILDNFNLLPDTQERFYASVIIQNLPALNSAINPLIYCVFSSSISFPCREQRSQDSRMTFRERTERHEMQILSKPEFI
IMPase Li inh – membrane-permeable IMPase blocker, potentiated with lithium. CHO-M1 cells, IP1 TR-FRET (IP-One), carbachol + lithium. Potency, µM (doses to about 59.4 µM), for inactives: at the highest dose activity, negative = IMPase inhibition, usual class: inhibitors. hit rate 0.35% among 210,000;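 note: IP1 builds up when IMPase is blocked and the TR-FRET signal falls; plate controls were basal vehicle for no effect and high inhibitor control for full effect; nearly all actives have a fitted effect of over 50% in size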
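CHO cells stably expressing M1 receptor (2000/well, cultured 16–30 h) treated 30 min at 37C with compound plus low lithium. Cytosolic IP1 by TR-FRET (665/620 ratio and 620 channel) after 10 min lysis; AC50 by Hill fit.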
JMJD2E inh – JMJD2E (human) inhibition; B2RXH2; JMJD2E catalytic domain, FDH-coupled NADH fluorescence (FDH is formaldehyde dehydrogenase); Potency, µM (highest dose often 57.1 µM), without a hit: at the highest dose activity change, negative = inhibition, most hits filed as inhibitors; hit rate 1.6% among 230,000; AID 2147; active = well fitted inhibition curve with a large enough effect, not every such curve was filed as active; inconclusive = small, poorly fitted or top-dose-only effect, or another doubt; inactive = no such curve, though single readings can be large or run the other way;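 note: 0% = wells with enzyme and -100% = buffer wells without enzyme; nearly all actives have a fitted effect of over 50% in size; many of its hits are not listed in these tables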
Target sequence (B2RXH2 1-337 limits assumed): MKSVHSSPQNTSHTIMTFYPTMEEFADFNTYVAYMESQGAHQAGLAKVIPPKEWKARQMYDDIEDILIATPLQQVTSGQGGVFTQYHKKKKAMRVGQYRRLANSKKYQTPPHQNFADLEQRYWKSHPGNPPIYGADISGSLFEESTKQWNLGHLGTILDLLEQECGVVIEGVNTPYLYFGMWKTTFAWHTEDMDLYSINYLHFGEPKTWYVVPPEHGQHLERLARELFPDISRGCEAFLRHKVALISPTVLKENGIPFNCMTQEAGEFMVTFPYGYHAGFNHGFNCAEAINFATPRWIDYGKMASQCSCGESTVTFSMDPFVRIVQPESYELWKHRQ
Active calls of the source: *; i = inactive; ? = inconclusive; · = no result given; & = joins results of further samples; [ ] = another dose, or the depositor's remark. Unless noted, calls come from the whole dose curve; as a rule, active = well fitted curve in the direction sought with a large enough effect; inconclusive = small, poorly fitted or top-dose-only effect, or another doubt; inactive = no such curve, though single readings can be large; an effect the other way counts as inactive or inconclusive. Potency is the fitted concentration of half-maximal effect.

SMILES	RGS12 GoLoco inh	Epigenetic reg	KinaseGlo FLuc	SMN2 splice up	RECQ1 inh	NPSR antagonist	IMPase Li inh	JMJD2E inh
CC1(C)Cc2c(sc3nn[nH]c(=O)c23)CO1	-4%	-0.2%	-3%	-3%	-4%	-3%[46.1 µM]	0%[38.3 µM]	0%
CC(C)n1c(N2CCN(C(=O)Nc3ccc(Cl)cc3)CC2)nc2ccccc21	-1%	0.3%	0%	·	-4%	21%	7%	-9%
CCS(=O)(=O)n1nc(-c2ccccc2)nc1SCc1ccccc1	-5%	0.0%	-2%	22µM*	-8%	?	27%[38.3 µM]	-16%
CCN(CC)C(=O)Cn1cc(SCC(=O)NC2CCCC2)c2ccccc21	-1%	-0.2%	14%	1%	0%	-11%	-4%	-3%
O=C(c1ccco1)N1CCN(c2ncnc3c2[nH]c2ccc(Br)cc23)CC1	1%	0.0%	2%	-56%[inhibitor]	-16%	?	31%[activator][38.3 µM]	?
Cc1ccc(C(C)C)c(OCc2ccc(C(=O)N/N=C/c3ccc(O)c(O)c3)cc2)c1	-10%	0.0%	2%	-53%[inhibitor]	3%	-36%	-7%	5%
Cc1cc(C(=O)OCC(=O)NCc2ccc3c(c2)OCO3)c2ccccc2n1	7%	-0.2%	0%	-3%	i	-4%	6%	-13%
COc1ccc(C(CNC(=O)Cn2[nH]c(=O)c3ccccc3c2=O)N2CCCC2)cc1 (stereo unspecified)	8%	8.0%	-1%	-11%	-5%	-11%[7.67 µM]	-3%[38.3 µM]	?
Cc1cc2cc(NC(=O)c3ccco3)ccc2[nH]1	12%	-1.5%	-8%	27%	-6%	-4%[46.1 µM]	5%[38.3 µM]	3%
Cn1nnc(NC(=O)c2ccccc2F)n1	-8%	-0.9%	-3%	-2%	i	19%[7.67 µM]	-2%[38.3 µM]	-9%
CC(c1ccco1)N(C(=O)c1ccc(C#N)cc1)c1ccccn1 (stereo unspecified)	0%	-5.8%	-4%	·	i	-9%[46.1 µM]	30%[38.3 µM]	2%
CC(C)N1CCc2c(sc(NC(=O)c3ccc(S(=O)(=O)N4CCc5ccccc54)cc3)c2C(N)=O)C1	17%	?	·	·	11%	-9%	14%	-15%
COC(=O)C1CCN(C(=O)Cc2ccc(C)cc2)CC1	9%	5.9%	1%	4%	i	8%[46.1 µM]	12%[38.3 µM]	0%
CCOC(=O)CSc1nnc(-c2ccccc2NC(=O)c2ccccc2)o1	-9%	0.1%	-1%	-18%	i	-9%[46.1 µM]	11µM*	12%
O=C(CSc1ccc(-c2cccs2)nn1)c1cccs1	14%	-0.1%	-4%	?	-1%	-7%	3%	10%
Nc1nc2ccccc2n1/N=C/c1ccc([N+](=O)[O-])s1	3%	0.0%	-8%	-70%[inhibitor]	-5%	-9%	2%	0%
COc1ccc2oc(-c3ccccc3[N+](=O)[O-])cc(=O)c2c1	-3%	0.0%	4%	29%	i	-3%	12%	-1%
CC(C)(C)n1nc(-c2ccc(F)cc2)c2c(N)ncnc21	-3%	-0.9%	1%	-39%[inhibitor]	-4%	13%[46.1 µM]	15%	?
O=C(Nc1ccc(Br)c2cccnc12)c1ccc(Cn2cc(Cl)cn2)o1	-5%	-3.2%	4%	-11%	i	-8%	-8%	6%
O=C(COc1c(F)c(F)c(C(F)(F)F)c(F)c1F)Nc1ccc(N2CCOCC2)c(Cl)c1	3%	-7.3%	1%	-29%	-19%	?	5%	0%
O=C(CSc1nnc(C2CC2)n1Cc1ccccc1)c1cc2ccccc2o1	33%[activator]	1.5%	-2%	4%	i	-7%[46.1 µM]	9%[38.3 µM]	0%
CC(C)CCNC(=S)Nc1ccccc1F	7%	0.0%	0%	30%	-13%	-4%[46.1 µM]	-1%	7%
COc1ccccc1C(=O)NCCC(=O)N1CC(=O)Nc2ccccc21	11%	1.5%	0%	1%	-12%	1%[46.1 µM]	-10%[38.3 µM]	-14%
Cc1nn(-c2ccccc2)c2nc(Cl)c(C(=O)O)cc12	3%	-0.1%	2%	-7%	1%	-4%	-5%	?
Cn1nc(C(=O)NC(C)(C)C)c2ccccc21	1%	0.0%	1%	-2%	-7%	17%	-1%	-13%
CCO[C@@H]1OC(C(N)=O)=C[C@H](c2ccccc2)[C@H]1CCCO	-4%	0.8%	·	·	-5%	-5%	-3%	0%
CCCC(=O)CN1C(=O)C2(OCCO2)c2ccccc21	5%	0.0%	1%	·	-2%	7%[46.1 µM]	19%[38.3 µM]	-4%
CC(C)(C)c1ccc(S(=O)(=O)N2CCCC2C(=O)NC2=NCCS2)cc1 (stereo unspecified)	1%	-4.3%	2%	-6%	i	4%[46.1 µM]	10%[38.3 µM]	5%
Cc1ccccc1NC(=S)NC1CC2CCC(C1)N2Cc1ccco1 (stereo unspecified)	5%	-2.3%	3%	2%	-5%	3%[46.1 µM]	1%[38.3 µM]	-3%
CCN(CC)S(=O)(=O)c1ccc(Cc2ncc(C(F)(F)F)cc2Cl)s1	8%	-2.6%	-2%	-25%	-10%	-17%[46.1 µM]	28%[38.3 µM]	-6%
CCc1nccn1S(=O)(=O)c1cc(C)c(OC)cc1C	-3%	-3.2%	-5%	-1%	i	-4%[46.1 µM]	-12%[38.3 µM]	-1%
CCCOc1ccc(C(=O)OCC(=O)c2c(N)n(C)c(=O)n(C)c2=O)cc1OCC	2%	1.0%	-1%	14%	i	-28%	0%	-3%
CCOc1ccccc1NC(=O)Cn1c(=O)sc2ccccc21	2%	0.2%	1%	·	-7%	-8%	3%	-8%
Cc1ccc(-n2c(C)nn(-c3ncc(C(F)(F)F)cc3Cl)c2=O)cc1	0%	-0.7%	-1%	-6%	-14%	7%[46.1 µM]	26%[38.3 µM]	-6%
COc1ccc(S(=O)(=O)N(CC(=O)N/N=C/c2cccs2)c2cc(C)cc(C)c2)cc1OC	8%	0.0%	-3%	6%	-9%	-11%[46.1 µM]	15%	?
COc1ccc(/C=N/NC(=S)Nc2ccccc2)cc1COc1ccc(Br)cc1	7%	0.0%	·	·	15%	-21%	·	7%
Cc1ccc2cc3cc(C(=O)N4CCCCCC4)oc3nc2c1	0%	2.4%	-1%	5µM*	-1%	-29%[46.1 µM]	0%	?
COc1cc(COc2ccc3c(C)c(Cc4ccccc4)c(=O)oc3c2C)cc(OC)c1OC	4%	0.4%	1%	-37%[inhibitor]	i	-25%[46.1 µM]	16%[38.3 µM]	?
CN1C(=O)/C(=C/C=C2/CCCN2C)N(C)C1=S	3%	0.0%	-17%	·	-4%	59%	48%[activator]	-2%
O=C(NCc1ccccc1)c1ccc(Br)o1	-5%	0.0%	-1%	-9%	3%	-12%	-1%	3%
Cc1ccc2nc(NC(=S)NC(=O)c3ccc(OC(C)C)cc3)sc2c1	-24%	-2.3%	3%	-2%	-4%	?	2%[38.3 µM]	3%
CC(=O)c1c(N=CN(C)C)nc(C)nc1-c1ccccc1	1%	-0.2%	4%	-1%	-5%	-5%[46.1 µM]	4%[38.3 µM]	1%
O=C(O)c1ccc2c(c1)C(=O)N(c1ncccn1)C2=O	-7%	-1.5%	-11%	-9%	3%	11%	-13%	7%
Cc1ccc(C(=O)N/N=C2\CCc3ccccc32)c(C)c1	-47%	0.0%	0%	0.79µM*	2%	17%	-8%	1%
Cc1sc2nc3n(c(=O)c2c1C)NC(=O)CC3	2%	-0.8%	-1%	-10%	-5%	4%[46.1 µM]	1%	-1%
COc1cc(/C=N/NC(=O)c2c(C)nnn2-c2nonc2N)ccc1O	7%	-1.5%	-1%	11%	-6%	3%	11%	?
Cc1nc2cc(NC(=O)N3CCCCC3)ccc2n1C	-6%	-1.0%	1%	13µM*	-2%	-3%	8%	-30%
Nc1nc2n(n1)C(c1ccc(F)cc1)CC(c1ccc(F)cc1)N2 (stereo unspecified)	·	-7.2%	·	·	-3%	4%[46.1 µM]	·	-2%
Cc1cc(C)c(NC(=O)NC(=O)c2ccc(F)cc2)c(C)n1	3%	-2.2%	-1%	-26%	0%	1%[46.1 µM]	1%[38.3 µM]	-8%
O=C(O)CCCNc1cc(N2CCC3(CC2)OCCO3)c2noc3c2c1C(=O)c1ccccc1-3	126%[activator]	0.0%	-23%	-36%[inhibitor]	-25%	10µM*	109%[activator][38.3 µM]	?
O=C(Oc1ccccc1N1C(=O)CCC1=O)c1ccco1	9%	-1.1%	0%	10%	-8%	-23%[46.1 µM]	-13%[38.3 µM]	-3%
O=C(c1sccc1Br)N1CCN(Cc2ccc3c(c2)OCO3)CC1	-6%	-2.4%	·	·	-7%	-1%[7.67 µM]	·	7%
Cc1ccc(C)c(N2CCN(C(=O)c3cc(S(=O)(=O)N4CCOCC4)ccc3F)CC2)c1	-9%	1.5%	-5%	-27%	-9%	-10%	8%	-3%
O=C(COc1ccc(C(=S)N2CCC(Cc3ccccc3)CC2)cc1)N1CCOCC1	-3%	1.3%	5%	-16%	i	-11%	-4%	-7%
C/C(=N\O)C(=O)C(CN1CCCCC1)CN1CCCCC1	-25%	0.0%	3%	·	-5%	-11%[46.1 µM]	23%[38.3 µM]	-16%
NC(=Nc1ccccc1)Nc1ccccc1	0%&4%	·	·	0%	-5%	·	17%	·
Cc1ccc(-c2nnn(CC(=O)N3CCCCC3)n2)c(-n2cnnn2)c1	9%	-0.9%	0%	-15%	-16%	-4%[46.1 µM]	-2%	5%
CCOc1cccc2sc(N(CCN(CC)CC)C(=O)c3cccc([N+](=O)[O-])c3)nc12	7%	-3.1%	1%	-18%	5%	-5%	7%	-4%
CC(C(=O)Nc1cccc(S(=O)(=O)N2CCOCC2)c1)N1CCN(c2ccc(F)cc2)CC1 (stereo unspecified)	-21%	0.1%	-3%	-28%	-5%	-7%	4%	-7%
COc1ccc(-n2nc(C(=O)Nc3ccc4c(c3)OCO4)c3ccccc3c2=O)c(OC)c1	2%	8.3%	4%	?	-6%	-4%[46.1 µM]	16%[38.3 µM]	-1%
CSc1ccc(CN(C)Cc2nc3ccccc3c(=O)[nH]2)cc1	4%	-7.8%	·	·	i	-13%	·	6%

These rows are one share of the data, so the mix of outcomes need not match the whole.
